ADAM10 inh – ADAM10 inhibition, QFRET primary screen. O14672. recombinant ADAM10, EDANS/DABCYL FRET peptide cleavage, 3 h. inhibition, % at 7 µM. 370,000 tested, 0.62% active. AID 720582;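 active means inhibition above a per-campaign cutoff equal to the mean of compounds falling between control-based bounds plus 3 SD, cut at about 20% in these data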;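 further: 0% = DMSO wells while the 100% control is not disclosed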
Target sequence (O14672 214-748 limits assumed): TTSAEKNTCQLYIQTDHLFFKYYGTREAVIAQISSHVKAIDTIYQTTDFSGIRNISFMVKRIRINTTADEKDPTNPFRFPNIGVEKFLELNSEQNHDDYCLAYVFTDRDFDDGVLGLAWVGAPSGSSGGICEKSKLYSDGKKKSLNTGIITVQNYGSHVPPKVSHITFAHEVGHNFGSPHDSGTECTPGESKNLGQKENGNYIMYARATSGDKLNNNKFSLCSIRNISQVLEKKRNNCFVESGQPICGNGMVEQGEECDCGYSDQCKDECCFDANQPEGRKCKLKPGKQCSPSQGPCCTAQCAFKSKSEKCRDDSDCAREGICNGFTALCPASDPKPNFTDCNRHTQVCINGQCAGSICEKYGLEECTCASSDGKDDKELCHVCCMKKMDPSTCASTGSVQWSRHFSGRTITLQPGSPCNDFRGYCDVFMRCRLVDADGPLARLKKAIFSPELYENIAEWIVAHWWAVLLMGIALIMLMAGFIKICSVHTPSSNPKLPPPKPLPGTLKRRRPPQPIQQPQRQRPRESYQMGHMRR
PG9 binder – binds the HIV-1 gp120 antibody PG9. inhibition, % at 6.7 µM. AID 624416. 360,000 tested, 0.43% active. TR-FRET gp120-PG9 antibody binding; in the data active means inhibition above about 8.5%
ssDAF12 agonist – activates DAF-12 receptor from parasite S. stercoralis | AID 652126 | 370,000 tested, 1% active | HEK293 ssDAF-12/GRIP1 lit1-tk-luc reporter, luminescence; % of 3 µM dafachronic acid response | activation, % at 6.8 µM;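 active means activation above the mean over all tested compounds plus 3 SD, cut at about 0.9% in these data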;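 further: 0% = DMSO-only wells and 100% = 3 µM delta7-dafachronic acid wells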
NPR1 activator – GC-A (human) enzyme activation; P16066; 370,000 tested, 0.14% active; AID 1671463; HEK293 GC-A cells, cGMP TR-FRET, EC30 ANP; 0% at EC30 ANP, 100% saturating ANP; activation, % at 10 µM; in the data active means activation above about 40%
SMARCA2 act – activators of SMARCA2 function. 370,000 tested, 1% active. activation, % at 9.1 µM. MG213 cells, MMTV-luciferase reporter, dexamethasone, overnight; in the data active means activation above about 7.8%;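 further: 0% = vehicle wells and 100% = reference activator wells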
hcDAF-12 act – activators of H. contortus DAF-12 nuclear receptor; 370,000 tested, 1.4% active; activation, % at 6.8 µM; HEK293 hcDAF-12 lit1-tk-luc reporter, luminescence; 0% DMSO, 100% Δ7-dafachronic acid;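 active means activation above the mean of all tested compounds plus 3 SD, cut at about 5.5% in these data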;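 further: 100% = response to 3 µM Δ7-dafachronic acid high control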
ADAM17 inh – inhibitors of human ADAM17. recombinant ADAM17, EDANS/DABCYL FRET peptide cleavage. 370,000 tested, 0.83% active. P78536. inhibition, % at 6.95 µM;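 active means inhibition above the mean of compounds lying between control limits plus 3 SD, set per campaign, cut at about 8.5% in these data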;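 further: 0% = DMSO-only wells as the low control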
GAA850 FXN act – increases GAA850 frataxin promoter reporter activity. 360,000 tested, 0.56% active. AID 540364. HEK293 lucGAA850 FXN promoter luciferase reporter, 24 h; percent of 10 µM SAHA response. activation, % at 6 µM;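 active means activation above the average of all compounds screened plus 3 SD, cutoff fixed separately per campaign, cut at about 7.5% in these data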;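 further: 0% = DMSO wells and 100% = 10 µM SAHA wells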
DAX1 inh-1 – blocks DAX1 repression of SF-1 activated StAR promoter; AID 652010; inhibition, % at 6.8 µM; 370,000 tested, 1.1% active; HEK293T StAR-luciferase reporter, SF-1/DAX-1 repression relief;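 active means inhibition above the mean over all tested compounds plus 3 SD, cut at about 3.6% in these data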;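 further: 0% = DAX-1 cells with DMSO and 100% = cells lacking DAX-1 with DMSO; higher inhibition means more luminescence from relief of DAX-1 repression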
hgDAF-12 ag – activates the H. glycines DAF-12 receptor ligand-binding domain. activation, % at 6.8 µM. HEK293 GAL4-hgDAF12 UAS-luciferase reporter, agonist luminescence; normalized to butyrate control. 370,000 tested, 1.8% active;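 active means activation above a cutoff set at the mean of all screened compounds plus 3 SD, cut at about 10% in these data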;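 further: 0% = DMSO wells and 100% = sodium butyrate wells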
DAX1 inh-2 – NR0B1 (DAX1) inhibition | inhibition, % at 6.75 µM | HEK293 Gal4-DAX1 luciferase reporter, luminescence | AID 504766 | P51843 | 340,000 tested, 0.99% active;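 active means inhibition above the mean over all tested compounds plus 3 SD, cut at about 4.2% in these data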;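 further: 0% = DAX1-transfected cells with DMSO and 100% = empty-vector control cells with DMSO; inhibition shows as a rise in luminescence from relieved DAX1 repression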
Target sequence (P51843 207-470 limits assumed): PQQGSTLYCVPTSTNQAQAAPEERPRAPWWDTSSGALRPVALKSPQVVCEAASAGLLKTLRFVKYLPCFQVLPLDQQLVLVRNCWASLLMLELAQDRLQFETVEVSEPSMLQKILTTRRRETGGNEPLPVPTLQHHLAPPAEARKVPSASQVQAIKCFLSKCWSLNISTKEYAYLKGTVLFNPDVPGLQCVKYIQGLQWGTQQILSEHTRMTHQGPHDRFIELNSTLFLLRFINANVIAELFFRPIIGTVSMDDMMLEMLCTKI
Numbers without * were called inactive; i = inactive; . = no result given.

SMILES	ADAM10 inh	PG9 binder	ssDAF12 agonist	NPR1 activator	SMARCA2 act	hcDAF-12 act	ADAM17 inh	GAA850 FXN act	DAX1 inh-1	hgDAF-12 ag	DAX1 inh-2
COCCN1Cc2cccc(C(=O)Nc3ccc(-c4nc5ccccc5[nH]4)cc3)c2C1=O	-40.2	-1.7	-1.3	8.0	-1.5	-0.6	-10.0	0.0	0.5	0.0	-1.5
CN(C)C(CNC(=O)C1CCN(S(=O)(=O)c2cc(Cl)ccc2Cl)CC1)Cc1ccccc1 (centres undefined)	-14.7	0.2	-1.9	-1.1	-1.6	-0.4	-5.2	-0.2	0.4	0.0	-0.5
O=C(c1ccc(F)cc1)N1CCN(c2ncccn2)CC1	-12.7	1.0	-1.2	4.0	-0.1	-2.1	-1.8	1.3	-0.6	-3.8	1.0
C=CCOc1ccc(C2/C(=C(\O)c3ccc4c(c3)OCCO4)C(=O)C(=O)N2CCCN2CCOCC2)cc1 (centres undefined)	-0.5	1.4	-0.6	0.5	-0.6	-0.8	-0.5	3.1	0.1	0.2	1.0
Cc1ccc(OCC(=O)N/N=C\c2ccc(C)o2)c(C)c1	2.2	-0.8	-1.2	2.5	-1.1	-0.7	-0.7	2.4	0.9	1.6	-0.9
COC(=O)c1ccc(NC(=O)c2ccc3c(c2)C(=O)N(C)C3=O)cc1	-3.8	-1.1	-1.2	0.8	-1.2	0.0	-0.7	0.7	0.4	1.5	1.3
O=C(NC1CCCC1)C(c1ccc(F)cc1)N(C(=O)c1csnn1)C1CC1 (centres undefined)	2.2	0.2	-0.8	-10.2	-2.8	0.8	2.1	2.0	0.3	-1.1	1.1
COc1ccc(S(=O)(=O)N2CC(C)N(C(=O)N(C)C)C2C)cc1 (centres undefined)	-0.9	0.3	-0.7	1.4	-4.1	-0.2	0.6	-0.5	-0.1	-0.2	-1.1
COC(=O)c1ccccc1NC(=O)CN(Cc1ccccc1)S(C)(=O)=O	5.8	-3.9	-1.8	-7.2	4.9	-0.5	-1.9	-0.9	-0.4	0.0	0.8
COc1ccc(-c2noc(-c3ccoc3C)n2)cc1OC	-5.0	1.9	-0.3	0.1	4.4	1.8	-2.0	7.8*	1.6	2.8	2.7
CCn1c(SCC(=O)N2CCCc3ccccc32)nc2ccccc2c1=O	7.3	1.5	-1.3	-2.3	2.7	-2.2	2.7	2.3	-1.0	-1.9	-1.3
Cc1cc(Nc2cccc(Cl)c2)nc(N2CCOCC2)n1	11.5	-2.0	-0.5	14.4	-0.3	0.7	4.6	1.2	0.1	1.2	0.8
O=C(CSc1nccn1-c1ccc(F)cc1)NCc1ccc2c(c1)OCO2	-6.3	-2.4	-1.0	-2.9	0.3	-1.1	-0.5	1.8	-0.6	0.1	-0.5
Cc1ccc(/C=C/C(=O)Nc2ccc(O)c3c(=O)cc(-c4ccccc4Cl)oc23)cc1	4.7	0.2	-1.0	-3.6	-0.6	-0.8	-5.0	0.9	0.1	0.8	0.6
O=C(CCNC(=O)C1CCN(S(=O)(=O)c2ccc(F)cc2)CC1)NCCc1ccc(Cl)cc1	-1.1	-0.1	-1.2	-0.5	-1.5	-2.7	1.9	-1.9	-1.9	0.1	-0.1
CCOC(=O)c1nnn(-c2nonc2N)c1-c1ccc(OCC)cc1	3.3	-0.7	-0.5	-2.8	-1.2	0.0	-3.7	2.3	-0.7	1.4	-0.9
COc1ccc(C2CC(=O)N3CN(c4ccccc4F)CSC3=C2C#N)cc1OC (centres undefined)	-11.8	3.0	-0.5	1.2	-0.8	0.9	1.6	3.2	-0.2	-0.6	-0.6
COc1ccc(NC(=O)CSc2nc3[nH]c(=O)cc(O)c3s2)cc1OC	-2.4	-0.1	-1.1	-2.6	-0.2	-0.2	-2.9	-0.8	-0.3	2.1	-0.3
Cc1cc(C)n(-c2nc3ccccc3n3c(C)nnc23)n1	-4.7	0.6	-1.9	0.4	-2.0	-1.3	-4.8	0.5	-1.1	-1.7	-0.9
COc1ccc(C(=O)C2CCCN(C(=O)c3ccnn3C)C2)cc1OC (centres undefined)	2.7	0.3	-1.3	-2.7	1.1	-1.9	-2.8	0.8	-1.7	-1.1	0.5
CC(=O)Nc1cccc(-c2nc3ccc(NC(C)=O)cc3[nH]2)c1	i	0.8	-1.4	3.6	0.5	1.4	-279.9	1.6	0.5	3.3	0.2
COc1ccc(N2C(=O)C(OC(C)=O)C2c2ccc(C)cc2)cc1 (centres undefined)	13.2	-2.3	-0.8	7.0	2.5	1.6	-0.9	0.0	0.1	-3.3	-0.2
CCN(CC)C(=O)COc1coc(CN2CCN(Cc3ccccc3)CC2)cc1=O	-7.3	-0.3	-1.1	3.9	-3.4	-0.9	-2.7	-1.1	1.2	1.0	0.3
C=CCNC(=O)CSc1nc2sccc2c(=O)n1-c1ccccc1	13.5	-1.3	-0.5	-0.1	0.5	-1.0	4.7	-0.2	-0.1	-0.2	-0.3
Cc1cc(Nc2ccccc2)n2nc(C)c(-c3ccccc3)c2n1	-6.1	-0.3	-1.6	-0.3	-3.4	-0.8	-0.9	2.7	0.0	0.4	0.3

Random excerpt: 6 entries already listed.
SMILES	ADAM10 inh	PG9 binder	ssDAF12 agonist	NPR1 activator	SMARCA2 act	hcDAF-12 act	ADAM17 inh	GAA850 FXN act	DAX1 inh-1	hgDAF-12 ag	DAX1 inh-2
C=CCOc1ccc(C2/C(=C(\O)c3ccc4c(c3)OCCO4)C(=O)C(=O)N2CCCN2CCOCC2)cc1 (centres undefined)	-0.5	1.4	-0.6	0.5	-0.6	-0.8	-0.5	3.1	0.1	0.2	1.0
CC(=O)Nc1cccc(-c2nc3ccc(NC(C)=O)cc3[nH]2)c1	i	0.8	-1.4	3.6	0.5	1.4	-279.9	1.6	0.5	3.3	0.2
COc1ccc(-c2noc(-c3ccoc3C)n2)cc1OC	-5.0	1.9	-0.3	0.1	4.4	1.8	-2.0	7.8*	1.6	2.8	2.7
COc1ccc(S(=O)(=O)N2CC(C)N(C(=O)N(C)C)C2C)cc1 (centres undefined)	-0.9	0.3	-0.7	1.4	-4.1	-0.2	0.6	-0.5	-0.1	-0.2	-1.1
COc1ccc(N2C(=O)C(OC(C)=O)C2c2ccc(C)cc2)cc1 (centres undefined)	13.2	-2.3	-0.8	7.0	2.5	1.6	-0.9	0.0	0.1	-3.3	-0.2
COC(=O)c1ccc(NC(=O)c2ccc3c(c2)C(=O)N(C)C3=O)cc1	-3.8	-1.1	-1.2	0.8	-1.2	0.0	-0.7	0.7	0.4	1.5	1.3

Given with each value named: three of the compounds above.
SMILES: COCCN1Cc2cccc(C(=O)Nc3ccc(-c4nc5ccccc5[nH]4)cc3)c2C1=O
  ADAM10 inh = -40.2; PG9 binder = -1.7; ssDAF12 agonist = -1.3; NPR1 activator = 8.0; SMARCA2 act = -1.5; hcDAF-12 act = -0.6; ADAM17 inh = -10.0; GAA850 FXN act = 0.0; DAX1 inh-1 = 0.5; hgDAF-12 ag = 0.0; DAX1 inh-2 = -1.5
SMILES: COc1ccc(NC(=O)CSc2nc3[nH]c(=O)cc(O)c3s2)cc1OC
  ADAM10 inh = -2.4; PG9 binder = -0.1; ssDAF12 agonist = -1.1; NPR1 activator = -2.6; SMARCA2 act = -0.2; hcDAF-12 act = -0.2; ADAM17 inh = -2.9; GAA850 FXN act = -0.8; DAX1 inh-1 = -0.3; hgDAF-12 ag = 2.1; DAX1 inh-2 = -0.3
SMILES: O=C(CCNC(=O)C1CCN(S(=O)(=O)c2ccc(F)cc2)CC1)NCCc1ccc(Cl)cc1
  ADAM10 inh = -1.1; PG9 binder = -0.1; ssDAF12 agonist = -1.2; NPR1 activator = -0.5; SMARCA2 act = -1.5; hcDAF-12 act = -2.7; ADAM17 inh = 1.9; GAA850 FXN act = -1.9; DAX1 inh-1 = -1.9; hgDAF-12 ag = 0.1; DAX1 inh-2 = -0.1

The results go on.
SMILES	ADAM10 inh	PG9 binder	ssDAF12 agonist	NPR1 activator	SMARCA2 act	hcDAF-12 act	ADAM17 inh	GAA850 FXN act	DAX1 inh-1	hgDAF-12 ag	DAX1 inh-2
O=C(/C=C/C=C/c1ccccc1)c1ccco1	-10.8	1.5	-0.7	-1.4	4.5	1.0	-4.1	9.5*	0.1	-3.3	0.3
O=C(NCCCN1CCOCC1)c1cc2cc(Br)ccc2oc1=O	-2.2	-2.9	-0.6	4.1	-0.6	0.0	-5.3	0.6	-0.7	0.6	-0.3
Cc1ccccc1CN(c1ccc(C(=O)N2CCCC2)cc1)S(C)(=O)=O	1.4	0.0	-0.7	0.0	-2.3	-0.7	0.1	0.9	1.0	2.0	0.0
Cc1ccc(-c2nc3ccccc3s2)cc1NC(=O)c1cc(-n2cnnc2)ccc1Cl	0.8	4.2	-0.8	-5.5	7.2	5.2	-3.2	-1.0	1.8	10.5*	-0.1
CCc1ccc(N2CC(C(=O)Nc3ccc(F)cc3)CC2=O)cc1 (centres undefined)	2.1	-1.5	-0.8	-1.7	-1.6	-0.6	1.2	0.5	0.1	0.0	0.5
CSCc1nc2sc(C(=O)Nc3nc(C)cs3)c(C)c2c(=O)[nH]1	-5.7	-1.7	-0.9	2.4	4.2	3.5	-7.5	4.5	2.4	11.8*	2.9
N/C(=N\O)c1cccc(CS(=O)(=O)c2ccccn2)c1	-4.5	-0.3	0.1	1.2	-1.7	-0.2	0.0	1.3	0.6	1.1	-0.9
CCOC(=O)C1CCN(S(=O)(=O)CCNC(=O)c2cccc(OC)c2)CC1	-13.2	1.1	-0.9	2.0	-0.8	2.5	-2.9	2.0	-0.7	-2.4	-1.5
CC(=O)Nc1ccc(S(=O)(=O)NCc2ccc(C(=O)NCc3ccc4c(c3)OCO4)cc2)cc1	0.7	-3.0	-0.8	-2.1	-2.5	0.0	-1.4	2.2	-1.1	-1.4	0.0
CCOc1ccc(-c2nnc(SCC(=O)N3CCCC3)o2)cc1	-5.4	-0.8	-1.0	1.6	-0.2	1.1	-1.9	3.4	0.1	2.9	-1.2
OCCC1CN(Cc2ccc3nsnc3c2)CCN1C1CCCC1 (centres undefined)	-3.0	-5.0	-1.6	-0.1	0.2	-0.6	0.8	1.4	0.3	-1.0	-1.2
COc1ccccc1N(C)c1cc2c(c3c1ccn3C)C1CCC2O1 (centres undefined)	-26.2	-2.4	-0.8	-9.3	-6.2	0.1	-7.4	.	-0.6	-1.7	.
CN(CCOc1ccccc1)C(=O)c1cc(-c2ccco2)nc2ccccc12	-443.7	-0.4	-1.3	-1.1	-4.2	-1.1	-119.2	-0.9	-3.0	-2.8	-0.8
CCS(=O)(=O)n1nc(-c2ccc(OC)cc2)nc1N	0.1	1.3	-1.4	9.4	-0.3	-0.4	-2.1	2.7	-0.5	1.5	0.0
C=CS(=O)(=O)N(C(=C)C(=O)OC)S(C)(=O)=O	-25.8	1.8	-1.0	20.7	2.7	-1.3	2.2	.	0.6	-1.8	.
